12-LOX inh: Primary qHTS assay for inhibitors of human arachidonate 12S-lipoxygenase (ALOX12): Round 2. Polyunsaturated fatty acid lipoxygenase ALOX12 (Homo sapiens), P18054. purified 12hLO, xylenol orange hydroperoxide absorbance. Potency, µM (top dose mostly 108 µM), for the others: at the top dose activity change, negative = inhibition, usual class: inhibitors. 580,000 compounds, 1.1% hits. AID 1671190, 2021; active means well fitted inhibition curve with a large enough effect; inconclusive means small, poorly fitted or top-dose-only effect, or another doubt; inactive means no such curve, though single readings can be large or run the other way
Target sequence (P18054 whole entry, looked up): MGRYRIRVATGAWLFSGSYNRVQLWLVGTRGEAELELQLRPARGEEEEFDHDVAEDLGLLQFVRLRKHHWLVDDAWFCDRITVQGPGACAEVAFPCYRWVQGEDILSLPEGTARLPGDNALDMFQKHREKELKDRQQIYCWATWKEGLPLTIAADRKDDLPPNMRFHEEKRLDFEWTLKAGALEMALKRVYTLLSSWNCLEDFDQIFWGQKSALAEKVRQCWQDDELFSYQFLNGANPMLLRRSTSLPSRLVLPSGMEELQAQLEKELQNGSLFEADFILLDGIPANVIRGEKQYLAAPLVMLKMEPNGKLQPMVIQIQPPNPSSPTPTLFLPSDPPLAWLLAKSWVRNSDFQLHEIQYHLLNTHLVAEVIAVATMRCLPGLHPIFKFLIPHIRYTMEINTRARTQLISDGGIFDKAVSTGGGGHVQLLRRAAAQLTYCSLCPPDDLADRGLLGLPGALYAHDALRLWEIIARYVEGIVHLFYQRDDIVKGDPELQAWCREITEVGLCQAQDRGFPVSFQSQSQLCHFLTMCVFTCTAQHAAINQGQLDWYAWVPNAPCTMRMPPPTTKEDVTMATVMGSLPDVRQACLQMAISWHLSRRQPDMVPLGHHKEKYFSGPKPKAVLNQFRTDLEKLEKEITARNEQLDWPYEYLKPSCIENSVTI
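Purified human 12hLO at 150 nM in 25 mM Hepes, 0.01% Triton X-100, pH 7.0, preincubated 15 min at room temperature with compound. Reaction started with 40 uM arachidonic acid, 30 min at room temperature. Hydroperoxide measured by Fe-xylenol orange, 573/405 nm absorbance ratio.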
Active calls of the source: *; ? = inconclusive; & = joins results of further samples; [ ] = another dose, or the depositor's remark. On the % scale 0 is the no-effect control and ±100 the full control effect; potency means the concentration at half of the fitted maximal effect. The list is partial; count on the stated rates, not on these rows.

SMILES | 12-LOX inh
CC(C)c1cc(=O)oc2cc(OS(=O)(=O)c3ccc(S(C)(=O)=O)cc3)ccc12 | 11%
O=C(O)C[C@@H]1CCN(C(=O)Cc2ccccc2)C[C@@H]1CCN1CCN(c2ccccc2)CC1 | -24%
Fc1ccc(CN2CCC3(CC(Cc4ccccc4)=NO3)C2)cc1 (stereo unspecified) | ?
O=c1[nH]nc2n1CCN(Cc1ccccc1F)CC2 | 35%[activator]
COC(=O)C1=CN(CC(=O)N(C)c2ccccc2)S(=O)(=O)N=C1C | 5%
CN(CC(=O)NC(=O)NCc1ccccc1)Cc1ccc(C(F)(F)F)cc1 | -4%
O=C(/C=C/c1cccnc1)NCCC1CCCCC1 | -2%
O=C(NC1CCCC1)C(c1ccccc1)n1c(-c2cccs2)nc2ccccc21 (stereo unspecified) | 2%
CC1(C)CC2CC(C)(CN2/C=C/C(=O)C(F)(F)F)C1 (stereo unspecified) | ?
CN1CC[C@H]2CN(C(=O)C3(Cn4ccnc4)CC3)C[C@@]2(C(=O)O)C1 | 24%
O=C(Nc1ccccc1O)c1cc(-c2ccccc2)nc2ccccc12 | -1%
COc1ccc(C(=O)Oc2ccc3c(=O)c(-c4ccccc4)coc3c2)cc1OC | 27%
O=c1c2c3c(nn2ccn1Cc1ccc(Cl)cc1)CCCC3 | ?
Cn1c(C(=O)N2CCNc3cnc(Nc4ccccc4)nc3C2)cc2ccccc21 | -6%[176 µM]
CCNCc1ccc(-c2ccc(C(=O)OC)cc2)o1 | -26%
Cc1ccc(F)cc1NC(=O)c1nn(Cc2ccccc2)c(=O)c2ccccc12 | -1%
Cc1ccc(Nc2nc(NC3CCCCC3)nc3c2cnn3C)cc1 | ?
CC(C)(C)c1nnc([C@H]2CCN(C(=O)CCC(=O)O)C2)o1 | -1%[176 µM]
Cc1nn(C)cc1C(=O)N[C@@H]1CN(C2CCOCC2)C[C@H]1CN(C)C | 93%[activator]
CCS(=O)(=O)c1ncc(CN(C)Cc2cn(C)nc2C)n1CCc1ccccc1 | 13%
COc1ccc(Cc2nc(P(=O)(OC)OC)c(NCc3ccc4c(c3)OCO4)o2)cc1 | -21%
COc1cccc(NC(=O)Nc2c(NC3CCCC3)c3ccccc3oc2=O)c1 | ?
CC(=O)N1Cc2cc(C(=O)NCC(F)(F)F)nc(-c3cccc(-c4cccnc4)c3)c2[C@@H]1CCO | 1%
Cc1cc(Br)ccc1SCC(=O)OCC(=O)NC12CC3CC(CC(C3)C1)C2 | 0%
C=CCNC(=O)N1CCC(O)(c2csc(CN(CC)CC)n2)CC1 | 24%[176 µM]

5 records drawn at random from the list so far, as already listed:
SMILES | 12-LOX inh
Cc1cc(Br)ccc1SCC(=O)OCC(=O)NC12CC3CC(CC(C3)C1)C2 | 0%
Fc1ccc(CN2CCC3(CC(Cc4ccccc4)=NO3)C2)cc1 (stereo unspecified) | ?
CC(C)(C)c1nnc([C@H]2CCN(C(=O)CCC(=O)O)C2)o1 | -1%[176 µM]
Cc1ccc(Nc2nc(NC3CCCCC3)nc3c2cnn3C)cc1 | ?
CCS(=O)(=O)c1ncc(CN(C)Cc2cn(C)nc2C)n1CCc1ccccc1 | 13%

Other compounds follow.
SMILES | 12-LOX inh
CCCN1CCOc2ccc(C(=O)NCc3ccccc3F)cc2C1 | 9%
Cc1cccc(C)c1NC(=O)Cn1nc2c(cc1=O)CCCCC2 | 63%
CCCc1ccc(S(=O)(=O)NCCc2cccc3cccnc23)cc1 | ?
O=C(c1cnccn1)N1CCC2(CCCN(c3ccccn3)C2)CC1 | -1%[57.4 µM]
CC(=O)N1CCC(C2CCN(Cc3cc(F)c(F)cc3F)C2)CC1 (stereo unspecified) | 35%[activator]
C#CCN1CC(N(C)CCOC(=O)CSc2ccccc2)CS1(=O)=O (stereo unspecified) | 19%
CCn1nc(C(=O)OC2CCCCC2)c2ccccc2c1=O | -8%
COc1ccccc1-c1c(C(F)(F)F)oc2cc(OCC(=O)OCC(C)C)ccc2c1=O | 20%
Cc1ccc(C2C(C#N)=C(SCC(=O)Nc3cccc(C)c3C)NC3=C2C(=O)CCC3)o1 (stereo unspecified) | ?
CCCc1nc(C(=O)NCc2nc(C)cc(C(F)(F)F)n2)cs1 | 23%
COc1cccc2sc(NC(=O)CCn3c(=O)oc4ccccc43)nc12 | -15%
CCOc1cccc(-c2nnc(CCC(=O)NC(C)c3ccccc3)c(=O)[nH]2)c1 (stereo unspecified) | 61%[activator]
O=C(c1ccc[nH]1)N1CCCC(n2cc(-c3nc(C4CC4)no3)nn2)C1 (stereo unspecified) | 13%
COc1ccc(-c2ccc3ncn(Cc4ccccc4)c(=O)c3n2)cc1OC | 14%[176 µM]
CNC(=O)Cn1c(CO)cnc1SCc1ccccc1Cl | 1%
COc1cc(=O)n2c(c1C(=O)Nc1cc(Cl)ccc1C)CCCC2 | 15%
COc1ccc(N2C(=O)CSC23CCN(C(=O)Nc2ccc([N+](=O)[O-])cc2)CC3)cc1 | 0%
CCN(CC)C(=O)c1ccc(-c2nnc3ccc(NC(=O)C4CC4)cn23)cc1 | -1%
O=C(NCCCN1CCOCC1)c1csc(Nc2cccc3ccccc23)n1 | 23%
CCC1(CC)CC1C(=O)N1CCc2onc(-c3cccc(F)c3)c2C1 (stereo unspecified) | 10%
CSc1ncccc1C(=O)N1CCC2(CCCN(CC3CC3)C2=O)C1 (stereo unspecified) | 29%
COc1ccccc1NC(=O)Cn1c(C)cc2nc3n(c(=O)c21)CCC3 | 18%
CC(C)(C)OC(=O)N1CC(NCc2cccc(F)c2F)C1 | 2%[12.5 µM]
O=C(NCc1cccc(F)c1)C1=NO[C@@H]2CN(Cc3ccc(F)cc3)C[C@H]12 | -1%[176 µM]
COc1cc(=O)n2c(c1C(=O)Nc1ccc(F)c(F)c1)CCCC2 | 9%

New compounds follow
SMILES | 12-LOX inh
COC1CCN(C(=O)c2coc(COc3ccc(F)cc3Cl)n2)CC1 | 22%
CN(C)C[C@@H]1CN(C2CCOCC2)C[C@H]1NC(=O)c1ccco1 | 66%[activator]
CC(=O)NCCNc1ncnc2ccc(-c3ccc(C(=O)N(C)C)cc3)cc12 | ?
N#CCCn1c(SCC(=O)Nc2ccc(C(N)=O)cc2)nc2ccccc21 | 6%
COC(=O)C1=CN(Cc2ccco2)C=C(C(=O)OC)C1c1ccccc1 | -19%
CSc1ccc(/C=N/Nc2c(Cl)cc(Cl)cc2Cl)cc1 | 4.5µM*
COc1ccc(CCN2Cc3cc(NC(=O)c4ccccc4)ccc3OCC2=O)cc1 | 26%
CCOc1ccc(OCCOC(=O)CCC(=O)c2ccc(F)cc2)cc1 | 13%
O=C(NCc1ccco1)C1CCN(C(=O)c2ncn3c2COC(c2ccccc2)C3)CC1 (stereo unspecified) | 21%
Cn1c(=O)c2c(nc(SCCCCC#N)n2Cc2ccccc2Cl)n(C)c1=O | 8%
O=C(N[C@H]1C[C@H]2C(=O)NC[C@@H](CCC(=O)N3CCN(c4ccccn4)CC3)N2C1)C1CC1 | 3%
C=CCNC(=O)NC(=O)CN1CCCCC1 | 7%
Cn1cc(CN2C[C@H](C(=O)Nc3cccc(F)c3)C[C@@H]2c2cccc(C(F)(F)F)c2)cn1 | 15%
Nc1ccn([C@@H]2O[C@H](C(=O)N[C@H](Cc3ccccc3)C(=O)N3CCN(C(=O)N4CCOCC4)CC3)[C@@H](O)[C@H]2O)c(=O)n1 | 5%
O=C(/C=C/c1ccsc1)c1ccc(O)cc1 | 50µM*
O=C(CSc1nc(-c2ccccc2F)nc2cc(=O)[nH]n12)N1CCc2ccccc21 | ?
CCOc1ccc(N2CC(C(=O)Nc3ncn[nH]3)CC2=O)cc1 (stereo unspecified) | -25%
Cc1ccc(CNC(=O)c2nc(S(=O)(=O)Cc3ccccc3F)ncc2Cl)cc1 | -25%
N#C/C(=C/c1ccccc1)C(=O)OCC1CCCO1 (stereo unspecified) | -16%
Cc1nc2ccc(C(=O)N[C@@H]3COCC[C@@H]3OCc3cscn3)cc2o1 | 46%[activator]
CCN(CC1CCOCC1)C(=O)c1cc(COc2ccccc2F)[nH]n1 | 38%[activator]
CC1CCN(CCCCNC(=O)/C=C/c2ccc(OC(F)(F)F)cc2)CC1 | 0%
COCCN1C(=O)c2ccccc2C(C(=O)Nc2cccc(OC)c2)C12CCCC2 (stereo unspecified) | 10%&5%
O=S(=O)(c1ccc(F)cc1)N1CCCC(Cc2noc(-c3ccccc3)n2)C1 (stereo unspecified) | -3%
Cc1ccc(C(=O)NCc2sccc2C)cn1 | -1%

Remaining list, next part
SMILES | 12-LOX inh
O=C(Cc1ccccc1)NCCC1CCN(C(=O)Nc2ccc(F)cc2)CC1 | 28%
COc1cc(C(=O)Nc2cccc(Cl)c2)nc2ccc(Cl)cc12 | ?
CCc1ccc(CN(C)C(=O)CN2CCN(c3ccc([N+](=O)[O-])c4cnccc34)CC2)cc1 | -28%
COc1ccc(CNC(=O)C2=C(c3ccccc3)c3cc(Cl)ccc3S(=O)(=O)N2C)c(OC)c1 | ?
Cc1noc([C@@H]2CN(C3CCCCC3)C[C@H]2CO)n1 | 27%
CNC(=O)c1cc(-c2ccc([S+](C)(=O)[O-])cc2)cc2c1OCCN2Cc1cccnc1 | -16%[176 µM]
C[C@H](C(=O)N1CCSCC1)C1CC[C@@]2(C)Cc3sc(Nc4c(Cl)cccc4Cl)nc3[C@@H](C)[C@@H]2[C@H]1O (stereo partly specified) | 51%[activator]
CCCCN1C(=O)C(CC(=O)NCc2cccs2)CC(C(=O)N2CCCCCC2)=C1C (stereo unspecified) | 1%
CCc1cc(=O)oc2c(C)c(OCC(=O)NCc3ccncc3)ccc12 | 14%
COc1ccc(C(=O)NS(C)(=O)=O)cc1F | ?
COC(=O)CC(NC(=O)Cc1ccccc1OC)c1cccs1 (stereo unspecified) | -3%
COc1ccc(C2Cn3nnc(-c4nc(-c5ccccc5)no4)c3CO2)cc1 (stereo unspecified) | -7%
O=C(O)CN(/C=C/C(=O)C(F)(F)F)CC(=O)O | -9%
O=C(NCCc1ccccc1)C1CCN(c2cc(C(F)(F)F)ncn2)CC1 | 14%
CCCn1nc(C)cc1CN(C)c1ccc(NC(=O)c2cccc(Cl)c2)cc1C(=O)O | ?
CCc1nc2ccc(C(=O)Nc3ccc(C)cn3)cc2nc1CC | 62%[activator]
Cc1cccc(C(=O)N2CCC[C@H]2C(=O)N2CCC[C@H]2C(=O)NCc2ccncc2)c1 | -72%
O=c1[nH]c(N2CCN(c3ccc(F)cc3)CC2)nc2c1CCC2 | ?
Cc1cc(C(=O)COC(=O)Cc2n[nH]c(=O)c3ccccc23)c(C)n1CC1CCCO1 (stereo unspecified) | -7%
CS(=O)(=O)N1CCC(C2CCN(C(=O)c3ccc(F)c(F)c3)C2)CC1 (stereo unspecified) | 14%
CCC(=O)N1C(C(=O)NC(C)C)COC12CCC(C)CC2 (stereo unspecified) | 26%
O=C(Nc1ccccc1C(=O)N1CCCC1)c1cnc2ccccc2n1 | -3%
CC(O)c1ccc(-c2ccc(CNC3CCCCC3)o2)cc1 (stereo unspecified) | ?
CCCCNC(=O)Cc1csc2nc(C)c(-c3cc(C)n(-c4cc(Cl)ccc4C)n3)c(=O)n12 | -30%
CC(=O)NCCNc1nc(-c2c(C)noc2C)nc2ccccc12 | ?

Further results.
SMILES | 12-LOX inh
CCCCc1noc(CN2CCC(c3nc4cc(Cl)ccc4o3)CC2)n1 | 1%
COC(=O)C1=C(C)N=C2SC=C(CC(=O)N3CCOCC3)N2C1c1ccc(OC)cc1OC (stereo unspecified) | 45%
COc1ccc(Cc2nc3nccc(-c4cccc(OC)c4)n3n2)cc1 | 31%[activator]
CCc1ccc(S(=O)(=O)NCC(=O)O)cc1 | ?
Cc1cc(C)cc(C(=O)Nc2ccc(Cl)cc2C(F)(F)F)c1 | -10%
CC(=O)c1cccc(OCC(O)COc2cc3sc(C)nc3c3sccc23)c1 (stereo unspecified) | ?
CCc1c(C)sc(NC(C)=O)c1C#N | 32µM*
CC(=O)c1c2c(cc3c(N(C)C)cccc13)CC(CO)(CO)C2 | -15%
CO[C@H]1[C@H](NC(=O)c2cc(C)nn2C)c2ccccc2C12CCNCC2 | -13%
O=S(=O)(c1ccc(F)cc1)n1cc(Cl)cn1 | ?
CCc1ccc(N2CC(c3noc(-c4cc(F)ccc4F)n3)CC2=O)cc1 (stereo unspecified) | -15%
Cc1cnc(C(=O)NCc2sccc2C)cn1 | 4%
Cc1nc(C)c(C(=O)N2CC[C@H]3C(=O)NCCCCCCN(Cc4ccncc4)[C@@H]3C2)s1 | 89%[activator]
CC1CCCN(CC(=O)NCCC2=CCCCC2)C1 (stereo unspecified) | 3%
CCCCn1c(=O)[nH]c(=O)c2c1nc(COC(=O)Cc1ccccc1)n2CCC | 9%
COCC1CN(C(C)=O)CC12CCN(Cc1cccc(Br)c1)CC2 (stereo unspecified) | ?
COC(=O)c1ccc2nc(-c3ccc(Cl)cc3)c(Cc3cccc(Cl)c3)n2c1 | -49%

Reprinted from the results shown, 4 compounds:
SMILES | 12-LOX inh
CCCCc1noc(CN2CCC(c3nc4cc(Cl)ccc4o3)CC2)n1 | 1%
COC(=O)C1=C(C)N=C2SC=C(CC(=O)N3CCOCC3)N2C1c1ccc(OC)cc1OC (stereo unspecified) | 45%
COc1ccc(Cc2nc3nccc(-c4cccc(OC)c4)n3n2)cc1 | 31%[activator]
CCc1ccc(S(=O)(=O)NCC(=O)O)cc1 | ?

Of the compounds above, 2 have a tert-butyl group:
SMILES | 12-LOX inh
CC(C)(C)c1nnc([C@H]2CCN(C(=O)CCC(=O)O)C2)o1 | -1%[176 µM]
CC(C)(C)OC(=O)N1CC(NCc2cccc(F)c2F)C1 | 2%[12.5 µM]

Assay outcomes: PubChem BioAssay, National Center for Advancing Translational Sciences (NCATS)
